Pol iota inh: qHTS for Inhibitors of Polymerase Iota | DNA polymerase iota (Homo sapiens), Q9UNA4 | Pol iota fluorescent replication assay, 10 min | Potency, µM (highest dose often 115 µM), for inactives: at the top dose activity, negative = inhibition, usual class: inhibitors | 1% of 390,000 active; also: potency is read from the fitted curve at half-maximal effect
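Pol iota at 10 nM preincubated 15 min with compounds at room temperature; reaction started with fluorescent substrate, 50 nM final. Fluorescence read kinetically at 0 and 10 min; buffer-only wells as negative control.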
BLM inh: qHTS Assay for Inhibitors of Bloom's syndrome helicase (BLM) | RecQ-like DNA helicase BLM (Homo sapiens), P54132 | 0.2% of 350,000 active | Potency, µM (top dose mostly 56.1 µM), for the others: top-dose activity change, negative = inhibition, hits mostly inhibitors | AID 2528, 2010 | recombinant BLM DNA unwinding, fluorescence dequenching;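 also: potency is read from the fitted curve at half-maximal effect; plate controls were vehicle for no effect and no enzyme for full effect; nearly all actives have a fitted effect of over 35% in size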
APE1 inh: qHTS Assay for Inhibitors of the Human Apurinic/apyrimidinic Endonuclease 1 (APE1). DNA repair nuclease/redox regulator APEX1 (Homo sapiens), P27695. recombinant APE1, TAMRA/BHQ-2 abasic DNA cleavage fluorescence. Potency, µM (top dose mostly 65.8 µM), without a hit: at the highest dose activity change, negative = inhibition, usual class: inhibitors. 0.35% of 350,000 active. AID 2517, 2012;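 also: potency is read from the fitted curve at half-maximal effect; plate controls were vehicle for no effect and reference inhibitor for full effect; nearly all actives have a fitted effect of over 55% in size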
Target sequence (P27695 whole entry, looked up): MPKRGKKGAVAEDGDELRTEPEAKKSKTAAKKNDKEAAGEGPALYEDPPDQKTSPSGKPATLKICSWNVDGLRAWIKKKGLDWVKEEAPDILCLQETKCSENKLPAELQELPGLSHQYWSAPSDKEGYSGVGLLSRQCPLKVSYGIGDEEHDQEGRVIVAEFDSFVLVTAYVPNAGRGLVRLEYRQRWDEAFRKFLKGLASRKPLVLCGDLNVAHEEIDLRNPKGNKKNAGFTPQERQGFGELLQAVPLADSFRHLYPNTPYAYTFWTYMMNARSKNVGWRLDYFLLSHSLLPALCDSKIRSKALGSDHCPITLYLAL
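Endonuclease cleavage of a quenched abasic-site DNA duplex (50 nM) by APE1 (0.75 nM) was tracked by TAMRA dequenching. Compounds were preincubated with enzyme 15 min at room temperature; data normalized to buffer-only and DMSO wells plus NSC13755 control.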
Anesthetic bind: qHTS Assay for Identification of Novel General Anesthetics; apoferritin/1-aminoanthracene competitive binding, fluorescence; Potency, µM (series often up to 77.5 µM), without a hit: top-dose activity change, negative = displacement, hits mostly inhibitors; 0.074% of 350,000 active; also: potency is read from the fitted curve at half-maximal effect; % is scaled to controls: 0 for no effect and ±100 for the full control effect; nearly all actives have a fitted effect of over 20% in size
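Horse-spleen apoferritin (10 uM) was mixed with 50% saturated 1-aminoanthracene in PBS, exposed to compounds for 10 min at room temperature, and read for fluorescence (ex 380 nm, em 535 nm). Competitive displacement was fitted with a four-parameter Hill equation.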
POLB inh: qHTS Assay for Inhibitors of DNA Polymerase Beta; P06746; 1.3% of 340,000 active; Pol beta primer extension/strand displacement, fluorescence kinetic; AID 485314, 2010; Potency, µM (doses to about 114 µM), for inactives: top-dose activity change, negative = inhibition, actives largely listed as inhibitors; also: potency is read from the fitted curve at half-maximal effect; % is scaled to controls: 0 for no effect and ±100 for the full control effect
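Enzyme-only controls used 10 nM Pol beta; buffer lacking enzyme served as negative control. Compound preincubated 15 min, then 50 nM substrate added; 0 and 10 min reads at room temperature.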
GRP78 ERSR act: qHTS for Inducers of the Endoplasmic Reticulum Stress Response (ERSR) in Human Glioma: qHTS; AID 602332, 2012; Potency, µM, without a hit: at the top dose activation, most hits filed as activators; 0.02% of 420,000 active; U87-MG GRP78 promoter luciferase reporter, 16 h; also: potency is read from the fitted curve at half-maximal effect; series mostly up to about 76 µM; % of control where 0% means no effect; nearly all actives have a fitted effect of over 35% in size
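ERSR induction read as luciferase luminescence (Bright-Glo, 10 min at room temperature) in stably transfected human U87-MG glioma cells exposed to compounds for 16 h, using GRP78 as sensor.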
Pol kappa inh: qHTS for Inhibitors of Polymerase Kappa; purified Pol kappa, fluorescent DNA synthesis assay, 10 min; Potency, µM (top dose mostly 107 µM), for inactives: at the highest dose activity, negative = inhibition, most hits filed as inhibitors; 0.53% of 400,000 active; AID 588579, 2011; also: potency is read from the fitted curve at half-maximal effect; % is scaled to controls: 0 for no effect and ±100 for the full control effect
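Fluorescent qHTS in 1536-well format: enzyme (10 nM) and compound sat 15 min at room temperature before 50 nM substrate (final) was added. Signal taken at 0 and 10 min; no-enzyme buffer wells were negative controls.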
LDHA inh: qHTS assay for inhibitors of human lactate dehydrogenase; AID 1347041, 2019; purified LDHA, NADH/diaphorase-resazurin fluorescence; active compounds read low; 0.15% of 480,000 active; activity change, % (values are at about 110 or 230 µM); in the data active = activity change below about -30%; inconclusive = mostly about -25% to -30%;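 also: plate controls were DMSO wells for no effect and wells without enzyme for full effect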
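Resorufin fluorescence (ex540/em590), read at 0 and 20 min after diaphorase/resazurin addition, reports the NADH left after a 5 min room-temperature reaction of 2 nM human LDH5 with 0.06 mM NADH and 0.2 mM pyruvate.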
Pol eta inh: qHTS for Inhibitors of Polymerase Eta. DNA polymerase eta (Homo sapiens), Q9Y253. recombinant Pol eta, fluorescent DNA replication assay. Potency, µM (titrated, usually from 114 µM), for the others: at the top dose activity change, negative = inhibition, actives largely listed as inhibitors. 1.2% of 390,000 active. AID 588591, 2011; also: potency is read from the fitted curve at half-maximal effect; % is scaled to controls: 0 for no effect and ±100 for the full control effect
Target sequence (Q9Y253 whole entry, looked up): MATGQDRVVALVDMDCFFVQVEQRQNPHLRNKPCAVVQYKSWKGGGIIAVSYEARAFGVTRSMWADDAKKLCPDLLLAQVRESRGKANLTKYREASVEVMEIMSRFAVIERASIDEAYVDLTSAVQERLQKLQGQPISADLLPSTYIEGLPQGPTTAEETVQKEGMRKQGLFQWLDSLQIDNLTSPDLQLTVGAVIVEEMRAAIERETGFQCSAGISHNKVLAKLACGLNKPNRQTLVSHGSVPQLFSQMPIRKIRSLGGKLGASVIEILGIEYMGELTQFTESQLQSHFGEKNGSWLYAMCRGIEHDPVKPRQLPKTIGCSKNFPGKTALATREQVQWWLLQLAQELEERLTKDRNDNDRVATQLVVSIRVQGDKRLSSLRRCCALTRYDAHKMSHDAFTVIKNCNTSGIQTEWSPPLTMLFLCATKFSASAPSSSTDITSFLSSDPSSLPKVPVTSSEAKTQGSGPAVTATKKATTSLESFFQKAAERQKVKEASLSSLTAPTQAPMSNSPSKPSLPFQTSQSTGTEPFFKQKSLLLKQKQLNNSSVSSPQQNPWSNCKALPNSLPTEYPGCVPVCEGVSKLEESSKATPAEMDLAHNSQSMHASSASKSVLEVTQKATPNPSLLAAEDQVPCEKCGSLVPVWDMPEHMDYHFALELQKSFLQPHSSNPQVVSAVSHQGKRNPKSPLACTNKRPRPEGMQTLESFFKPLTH
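Pol eta (10 nM) was preincubated with compounds for 15 min at room temperature, after which fluorescent replication substrate (50 nM final) was added to start the reaction. Fluorescence was read kinetically at 0 and 10 min.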
Numbers without * were called inactive; & = joins results of further samples; [ ] = another dose, or the depositor's remark. Unless noted, calls follow the shape of the dose curve; as a rule, active = well fitted curve in the direction sought with a large enough effect; inconclusive = small, poorly fitted or top-dose-only effect, or another doubt; inactive = no such curve, though single readings can be large; an effect the other way counts as inactive or inconclusive. Some of the compounds tested (hit frequency here may not be typical).

CC(=O)C1=C(O)C(=O)N(CO)C1c1ccccc1F (configuration not stated) was read as Pol iota inh -3%, BLM inh -3%, APE1 inh 0%, Anesthetic bind -14%, POLB inh 32%[activator], GRP78 ERSR act -3%, Pol kappa inh -3%[60.1 µM], LDHA inh 0 and Pol eta inh 2%.
`Cc1ccc(S(=O)(=O)N(C)C)cc1NC(=S)N(C)C1CCN(C)CC1` gave Pol iota inh 29%, BLM inh 3%, APE1 inh -7%, Anesthetic bind 6%, POLB inh -1%, GRP78 ERSR act 2%, Pol kappa inh -1%[60.1 µM], LDHA inh -2 and Pol eta inh 4%.
`CCCCCCSc1cccc(-c2nc3cc(C)ccn3c2NCc2ccccc2)c1` gave Pol iota inh -8%, APE1 inh 43%[activator], GRP78 ERSR act -4%, Pol kappa inh -29%, LDHA inh 4&-3 and Pol eta inh -15%.
For CN(C)S(=O)(=O)N1CCN(CC(=O)Nc2cc(Cl)ccc2Cl)CC1 the results were Pol iota inh -9%, BLM inh -7%, APE1 inh -4%, Anesthetic bind -6%, POLB inh -3%, GRP78 ERSR act -2%, Pol kappa inh 0%, LDHA inh 1 and Pol eta inh -13%.
For N#Cc1c(Oc2ccc3ccccc3c2)sc(C(=O)c2ccccc2)c1N the results were Pol iota inh 16%, BLM inh -10%, APE1 inh -3%, Anesthetic bind -9%, POLB inh -3%, GRP78 ERSR act -1%, Pol kappa inh -4%, LDHA inh 1 and Pol eta inh -9%.
Screening CCOC(=O)C1CCN(C(=O)COC(=O)CNC(=O)c2ccc(C(C)(C)C)cc2)CC1 returned Pol iota inh 83%[activator], APE1 inh 18%, GRP78 ERSR act -1%, Pol kappa inh -6%, LDHA inh -4 and Pol eta inh -6%.
CCOC(=O)c1c(-c2cccs2)csc1N was read as Pol iota inh 70%[activator], BLM inh -7%, APE1 inh 0%, Anesthetic bind inconclusive, POLB inh -5%, GRP78 ERSR act -4%, Pol kappa inh -6%, LDHA inh 23 and Pol eta inh -27%.
Screening CNC(=S)N(Cc1ccco1)Cc1cc2cc(OC)c(OC)cc2[nH]c1=O returned Pol iota inh -5%, BLM inh -3%, APE1 inh 2%, Anesthetic bind -22%, POLB inh -24%, GRP78 ERSR act 5%, Pol kappa inh -12%, LDHA inh -7 and Pol eta inh -2%.
Screening CC(Nc1cccc2ccccc12)C(=O)N/N=C/c1ccccn1 (configuration not stated) returned Pol iota inh 34%[activator], BLM inh -7%, APE1 inh 1%, Anesthetic bind -13%, POLB inh 6%, GRP78 ERSR act -3%, Pol kappa inh -15%, LDHA inh 13 and Pol eta inh -6%.
Screening Cn1ncc2c(Nc3ccccc3Br)ncnc21 returned Pol iota inh 19%, BLM inh 0%, APE1 inh -4%, Anesthetic bind -1%, POLB inh -8%, GRP78 ERSR act -3%, Pol kappa inh -6%, LDHA inh -7 and Pol eta inh -17%.
For O=C1C=CCC(/C=C/c2ccccc2)O1 (configuration not stated) the results were Pol iota inh inconclusive, BLM inh 0%, APE1 inh inconclusive, Anesthetic bind -10%, POLB inh 1%, GRP78 ERSR act -9%, Pol kappa inh 3%, LDHA inh -2 and Pol eta inh -23%.
`Cc1noc(C)c1CS(=O)(=O)Cc1ccc(Cl)cc1` gave Pol iota inh 6%, BLM inh -1%, APE1 inh -2%, Anesthetic bind -1%, POLB inh 5%, GRP78 ERSR act -4%, Pol kappa inh 5%, LDHA inh -7 and Pol eta inh -21%.

The final two records of the part before come first, to join the parts:
For O=C1C=CCC(/C=C/c2ccccc2)O1 (configuration not stated) the results were Pol iota inh inconclusive, BLM inh 0%, APE1 inh inconclusive, Anesthetic bind -10%, POLB inh 1%, GRP78 ERSR act -9%, Pol kappa inh 3%, LDHA inh -2 and Pol eta inh -23%.
`Cc1noc(C)c1CS(=O)(=O)Cc1ccc(Cl)cc1` gave Pol iota inh 6%, BLM inh -1%, APE1 inh -2%, Anesthetic bind -1%, POLB inh 5%, GRP78 ERSR act -4%, Pol kappa inh 5%, LDHA inh -7 and Pol eta inh -21%.
`CN(c1ncc(C(F)(F)F)cc1Cl)n1cc(C(=O)O)c2ccccc2c1=O` gave Pol iota inh 9%, BLM inh -3%, APE1 inh 0%, Anesthetic bind -4%, POLB inh -5%, GRP78 ERSR act -4%, Pol kappa inh -11%, LDHA inh -1 and Pol eta inh 10%.
`CC1CCN(S(=O)(=O)c2ccc(N3CCCCS3(=O)=O)cc2)CC1` gave Pol iota inh inconclusive, BLM inh -1%, Anesthetic bind 5%, POLB inh 8%, GRP78 ERSR act -3%, Pol kappa inh -5%[60.1 µM], LDHA inh -12 and Pol eta inh 0%.
`CCOC(=O)C1CCN(C(=O)Cn2c(=O)c3cccn3c3cccnc32)CC1` gave Pol iota inh 1%, BLM inh 2%, APE1 inh 31%, Anesthetic bind -8%, POLB inh 3%, GRP78 ERSR act -3%, Pol kappa inh 0%, LDHA inh 2 and Pol eta inh -5%.
For CC(C)(C)NC(=O)C(OC(=O)c1cccs1)c1ccc(C#N)cc1 (configuration not stated) the results were Pol iota inh -10%, BLM inh -2%, APE1 inh 14%, Anesthetic bind -4%, POLB inh 30%, GRP78 ERSR act -4%, Pol kappa inh 4%, LDHA inh 2 and Pol eta inh -9%.
For CC(=O)c1ccccc1NC(=O)COC(=O)c1ccc2c(c1)nc(C)n2-c1ccccc1 the results were BLM inh -5%, APE1 inh 1%, Anesthetic bind 7% and POLB inh -27%.
For CCOC(=O)c1cnn(-c2nc(SC)nc3sc4c(c23)CCC4)c1N the results were Pol iota inh inconclusive, BLM inh -27%, APE1 inh -2%, Anesthetic bind -9%, POLB inh 10µM*, GRP78 ERSR act -4%, Pol kappa inh -15%, LDHA inh -2 and Pol eta inh inconclusive.
COc1ccc(C2c3[nH]c4ccccc4c3C[C@H]3C(=O)N(c4ccccc4C(=O)NCCN4CCOCC4)C(=O)N23)cc1 (some centres not stated) was read as Pol iota inh -5%, BLM inh -6%, APE1 inh 6%, Anesthetic bind -3%, POLB inh 2%, GRP78 ERSR act -1%, Pol kappa inh 14%, LDHA inh 6 and Pol eta inh -12%.
For CCOc1ccc(NC(=O)N2CCN(Cc3ccc4c(c3)OCO4)CC2)cc1 the results were Pol iota inh 2%, BLM inh -3%, APE1 inh -4%, Anesthetic bind -6%, POLB inh 7%, GRP78 ERSR act -2%, Pol kappa inh 0%[60.1 µM], LDHA inh 2 and Pol eta inh -4%.
For O=C(CSCC(=O)NC1CC1)Nc1ccc2ccccc2c1 the results were Pol iota inh 21%, BLM inh 4%, APE1 inh -2%, Anesthetic bind -6%, POLB inh 11%, GRP78 ERSR act -3%, Pol kappa inh -13%, LDHA inh 3 and Pol eta inh -8%.
COc1ccc(CCc2nnc(CCC(=O)NCc3cc(C(C)C)no3)o2)cc1 was read as Pol iota inh -12%, BLM inh -1%, APE1 inh -2%, Anesthetic bind -11%, POLB inh -9%, GRP78 ERSR act 0%, Pol kappa inh -4%, LDHA inh -1 and Pol eta inh -3%.
O=C(NC(=S)Nc1ccccc1N1CCCCC1)c1ccc(-c2cccc([N+](=O)[O-])c2)o1 was read as Pol iota inh -8%, BLM inh -5%, APE1 inh 1%, Anesthetic bind -9%, POLB inh 1%, GRP78 ERSR act -1%, Pol kappa inh -6%, LDHA inh -3 and Pol eta inh -9%.
For CC(=O)Nc1ccc(S(=O)(=O)c2c(N)n(CCN3CCOCC3)c3nc4ccccc4nc23)cc1 the results were Pol iota inh 4%, BLM inh 2%, APE1 inh -6%, Anesthetic bind 1%, POLB inh -3%, GRP78 ERSR act 12%, Pol kappa inh -18%, LDHA inh -4 and Pol eta inh -12%.
`COc1ccc(OC)c(Nc2nnc(C)c(=O)[nH]2)c1` gave Pol iota inh 3%, BLM inh 3%, APE1 inh 24%, Anesthetic bind -2%, POLB inh 0%, GRP78 ERSR act -4%, Pol kappa inh -9%, LDHA inh -11 and Pol eta inh -7%.
`CCOC(=O)c1cc2sccc2n1CC(=O)OC(C)C` gave Pol iota inh 12%, BLM inh -3%, APE1 inh -2%, Anesthetic bind -16%, POLB inh -12%, GRP78 ERSR act -1%, Pol kappa inh -13%, LDHA inh 0 and Pol eta inh -17%.
For CCOC(=O)CC1C(=O)NCCN1S(=O)(=O)c1cccc(C(F)(F)F)c1 (configuration not stated) the results were Pol iota inh 17%, BLM inh -4%, APE1 inh -15%, Anesthetic bind -9%, POLB inh 4%, GRP78 ERSR act 0%, Pol kappa inh -4%, LDHA inh -6 and Pol eta inh -11%.
For Cc1ccc(C)c(S(=O)(=O)Nc2ccc(C(=O)N3CCCCC3)cc2)c1 the results were Pol iota inh 3%, BLM inh -3%, APE1 inh -15%, Anesthetic bind -10%, POLB inh 49%, GRP78 ERSR act -1%, Pol kappa inh -20%, LDHA inh -5 and Pol eta inh -1%.
COc1ccccc1N1CCN(C2CCCN(C(=O)c3csc(C)n3)C2)CC1 (configuration not stated) was read as Pol iota inh 6%, BLM inh -2%, APE1 inh 24%, Anesthetic bind -6%, POLB inh 19%, GRP78 ERSR act 0%, Pol kappa inh -12%, LDHA inh 2 and Pol eta inh -5%.
For CC(=O)Nc1ccc(NCc2cccs2)cc1 the results were Pol iota inh -2%, BLM inh -9%, APE1 inh 6%, Anesthetic bind inconclusive, POLB inh 9%, GRP78 ERSR act 1%, Pol kappa inh -9%, LDHA inh 0 and Pol eta inh -3%.
CCOc1ccc(NC(=O)C(=O)c2cc(C)n(-c3cc(C)cc(C)c3)c2C)cc1 was read as Pol iota inh 5%, BLM inh -5%, Anesthetic bind 1%, POLB inh -1%, GRP78 ERSR act -2%, Pol kappa inh 8%, LDHA inh 1 and Pol eta inh -3%.

Screening data (PubChem BioAssay)
